Screens from PubChem.
ERa SRC1 inh: ERα–SRC-1 coactivator interaction inhibitors, primary screen, biochemical, TR-FRET, ERα LBD, estradiol-bound | TR-FRET ER-alpha LBD / SRC-1 peptide | inhibition, % at 25.6 µM | hit rate 1.7% among 86,000 | AID 629, 2007; in the data active = inhibition above about 50%;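 also: 0% = receptor plus peptide control and 100% = peptide only without receptor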
Target sequence (P03372 whole entry, looked up, the tested form may be a part): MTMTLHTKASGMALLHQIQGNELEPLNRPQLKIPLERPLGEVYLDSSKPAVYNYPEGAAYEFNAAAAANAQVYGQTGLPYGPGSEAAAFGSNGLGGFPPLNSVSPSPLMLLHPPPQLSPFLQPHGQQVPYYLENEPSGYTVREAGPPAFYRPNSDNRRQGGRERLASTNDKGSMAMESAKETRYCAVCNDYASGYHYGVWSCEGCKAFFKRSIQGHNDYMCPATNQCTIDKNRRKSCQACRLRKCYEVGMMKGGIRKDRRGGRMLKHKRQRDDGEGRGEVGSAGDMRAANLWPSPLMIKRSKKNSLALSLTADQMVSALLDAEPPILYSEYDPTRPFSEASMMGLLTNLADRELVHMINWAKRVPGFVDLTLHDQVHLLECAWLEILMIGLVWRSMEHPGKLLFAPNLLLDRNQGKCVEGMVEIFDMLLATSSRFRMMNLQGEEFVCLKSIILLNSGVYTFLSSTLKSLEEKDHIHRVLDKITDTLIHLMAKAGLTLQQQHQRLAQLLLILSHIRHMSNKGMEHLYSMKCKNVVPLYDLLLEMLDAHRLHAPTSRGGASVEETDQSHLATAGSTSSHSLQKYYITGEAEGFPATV
Mac1 fbg enh: enhancers of CD11b/CD18 adhesion to fibrinogen, primary screen, K562 cells, luminescence | Integrin beta-2 (Homo sapiens) + Integrin alpha-M (Homo sapiens), P05107+P11215 | ATPlite luminescence | activation, % at 10 µM | hit rate 0.07% among 93,000 | AID 1499, 2009;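 active = 10 µM primary screen giving 50% or more activity, confirmed by 40% or more on retest at that dose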; also: strong numbers were not always called active
ERa SRC1 pot: enhancers of ERα–SRC-1 coactivator binding, primary screen, biochemical, TR-FRET, ERα LBD, low estradiol | hit rate 1.3% among 86,000 | TR-FRET ERalpha-LBD/SRC-Cy5 coactivator binding, 2 h; 100 = basal binding, no effect | coactivator binding (% of control), % at 25.6 µM | Estrogen receptor (Homo sapiens), P03372; in the data active = activity above about 200%;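 also: binding measured in presence of low estradiol as agonist stimulus; 0% = peptide alone without receptor and 100% = receptor with peptide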
MT1-MMP txn act: MT1-MMP promoter reporter activation – cell-based, luciferase luminescence, primary screen | HT1080 MT1-MMP promoter luciferase reporter, overnight; active compounds read high | activation factor at 10 µM | hit rate 0.16% among 86,000 | AID 750, 2007;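 active = activation factor of at least 2 for MT1-MMP transcription at 10 µM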
Fibroblast inh: antiproliferative effect on LL 47 fibroblasts – human, LL 47 cells, CellTiter-Glo luminescence, primary screen. viability, % at 10 µM. LL 47 human lung fibroblast viability, ATP luminescence; active compounds read low. hit rate 1.1% among 85,000;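 active = viability at or below 50% in the single dose screen; inactive = viability above 50%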;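 also: compound exposure lasted 72 h before the ATP readout; 100% = median luminescence of untreated cell-only wells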
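Test system: LL 47 human lung fibroblasts / Incubation: 72 h compound exposure at 37 °C after overnight plating / Technique: luminescent ATP detection, CellTiter-Glo / Compound dosing: 0.1% DMSO in all compound wells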
Smad3 inh: Smad3/FoxH1 peptide binding inhibitors, primary screen, biochemical, TR-FRET; hit rate 0.29% among 88,000; TR-FRET Smad3/Dy647-FoxH1 peptide binding, europium anti-His; inhibition, % at 25 µM; Mothers against decapentaplegic homolog 3 (Homo sapiens), P84022;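 active = compounds that reduce the energy-transfer binding signal between the protein and its labelled peptide by more than half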;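 also: 0% = Smad3 plus labelled peptide maximal FRET and 100% = peptide-only background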
Target sequence (P84022 whole entry, looked up): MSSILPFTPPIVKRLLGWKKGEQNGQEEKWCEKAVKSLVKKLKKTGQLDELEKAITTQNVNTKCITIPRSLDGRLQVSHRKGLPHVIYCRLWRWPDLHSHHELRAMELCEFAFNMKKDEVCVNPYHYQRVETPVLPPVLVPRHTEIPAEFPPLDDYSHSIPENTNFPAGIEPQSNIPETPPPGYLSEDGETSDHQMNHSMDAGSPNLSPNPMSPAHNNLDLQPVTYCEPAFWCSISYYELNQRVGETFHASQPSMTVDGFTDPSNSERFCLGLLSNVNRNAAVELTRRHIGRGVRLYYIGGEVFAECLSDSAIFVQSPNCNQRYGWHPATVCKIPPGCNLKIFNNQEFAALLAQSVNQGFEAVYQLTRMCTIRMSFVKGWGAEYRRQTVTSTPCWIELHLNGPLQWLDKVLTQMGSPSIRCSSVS
H69AR inhibit: proliferation blockers of H69AR lung cancer cells, primary screen, cell-based, human, 86K library; H69AR lung tumor viability, ATP luminescence, 72 h; active compounds read low; viability, % at 10 µM; hit rate 6% among 85,000; AID 598, 2007;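 active = viability at or below 40%; inactive = viability above 40%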;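 also: multidrug resistant small cell line overexpressing MRP-1 efflux transporter; 100% = mean luminescence of untreated control wells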
ERb SRC1 inh: inhibitors of ERβ-SRC1 coactivator interaction, primary screen, biochemical, TR-FRET, ERβ LBD, SRC-1 peptide; Estrogen receptor beta (Homo sapiens), Q92731; TR-FRET ER-beta LBD / SRC1-Cy5 peptide binding; receptor agonist-loaded with 1 µM estradiol; inhibition, % at 25.6 µM; hit rate 1.3% among 86,000; AID 633, 2007;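 active = compounds whose percent inhibition of the receptor-coactivator binding signal exceeds about 50% in the single-dose screen, limit read from the data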;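 also: 0% = receptor plus peptide wells without compound and 100% = peptide-only wells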
HUVEC inhibit: inhibitors of HUVEC proliferation, primary screen, cell-based, 384-well; hit rate 1.1% among 86,000; CellTiter-Glo luminescence, 72 h; active compounds read low; viability, % at 10 µM (by protocol);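 active = viability at or below 30%; inactive = viability above 30%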;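 also: 100% = median luminescence of DMSO-only cell control wells on each plate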
* marks the source's active call; other numbers are inactive results; . = not tested or not shown; [ ] = another dose, or the depositor's remark. The list is partial; the hit share may differ from the screen's.

SMILES	ERa SRC1 inh	Mac1 fbg enh	ERa SRC1 pot	MT1-MMP txn act	Fibroblast inh	Smad3 inh	H69AR inhibit	ERb SRC1 inh	HUVEC inhibit
CC(O)[C@H](NC(=O)C1(c2ccccc2)CCN(C(=O)OC(C)(C)C)CC1)C(=O)O (some centres undefined)	-4	0	106	1.1	98	-1	90	1	92
O=C(Cc1cccs1)Nc1nc2c(s1)CCCC2	31	-5	78[fluorescence artefact?]	1.3	80	-8	90	32	74
COc1ccc(C)cc1S(=O)(=O)N(CC(=O)O)c1ccccc1	-25	-2	100	1.1	100	8	92	-12[fluorescence artefact?]	88
COc1ccc(N(CC(=O)NC2CCCCC2)C(=O)CNC(=O)c2ccco2)c(OC)c1	-10	.	113	1.2	96	-6	98	-6	103
CC(=O)Nc1ccc(NC(=O)Oc2ccccc2)cc1	3	9	101	1	103	5	87	8	91
CCn1c(SCC(=O)NCc2ccc(C)cc2)nnc1-c1ccncc1	4	-4	91	1.1	97	-6	90	-1[fluorescence artefact?]	98
OCc1nn2c(c1Br)NC(c1ccccc1)CC2C(F)(F)F (centres undefined)	-9	3	93	1.1	96	-1	87	-18	90
O=C(CCc1ccc(S(=O)(=O)N2CCOCC2)cc1)N1CCN(Cc2ccc3c(c2)OCO3)CC1	0	0	91	1	97	21[fluorescence artefact?]	73	-6	101
CCN(CC)c1nc(Nc2ccccc2)nc(Oc2ccc(=O)[nH]n2)n1	1	1	95	1	104	7	63	5	77
COc1cccc(C2c3c(oc4ccccc4c3=O)C(=O)N2CCCN2CCOCC2)c1 (centres undefined)	3[fluorescence artefact?]	.	98	1.1	108	6	82	48	92

3 structures already listed, arranged by number of heavy atoms, lowest first.
SMILES	ERa SRC1 inh	Mac1 fbg enh	ERa SRC1 pot	MT1-MMP txn act	Fibroblast inh	Smad3 inh	H69AR inhibit	ERb SRC1 inh	HUVEC inhibit
CC(=O)Nc1ccc(NC(=O)Oc2ccccc2)cc1	3	9	101	1	103	5	87	8	91
CCn1c(SCC(=O)NCc2ccc(C)cc2)nnc1-c1ccncc1	4	-4	91	1.1	97	-6	90	-1[fluorescence artefact?]	98
COc1cccc(C2c3c(oc4ccccc4c3=O)C(=O)N2CCCN2CCOCC2)c1 (centres undefined)	3[fluorescence artefact?]	.	98	1.1	108	6	82	48	92

(further entries)
SMILES	ERa SRC1 inh	Mac1 fbg enh	ERa SRC1 pot	MT1-MMP txn act	Fibroblast inh	Smad3 inh	H69AR inhibit	ERb SRC1 inh	HUVEC inhibit
COC(=O)c1nnn(-c2nonc2N)c1CN1CCc2ccccc21	-5	-3	120	1.3	100	13	28*	0	64
CCOc1ccc(C(=O)N2CCN=C2SC)cc1OCC	0	0	100	1.1	101	18	91	-5	103
Nc1cc(C2CCCC2)nn1-c1ccccc1	-63	-2	127	1.5	93	-1	102	-8	90
O=C(c1cc(-c2ccco2)on1)N1CCN(C(c2ccccc2)c2ccccc2)CC1	-3	2	125	1.2	95	4	97	-15	104
N#Cc1ccc(N2CCN(C(=O)c3cccc(F)c3)CC2)c(F)c1	3	-4	120	.	100	5	71	1	98
CCc1nc2ccccc2n1CC(C)C(=O)O (centres undefined)	-27	.	106	1.3	96	-1	100	-29[fluorescence artefact?]	100
CCn1c(C(=O)NCCCN2CCc3ccccc3C2)cc2sccc21	-3	-1	121	1.2	94	6	55	-1	76
CCn1c(CSc2nc3ccccc3s2)nc2ccccc21	-2	-4	90[fluorescence artefact?]	.	102	4	95	1	81
CCCNC(=O)c1ccc(CN2CCc3ccccc3C2)cc1	-21	.	118	1.2	91	3	93	-23	96
Oc1c(CN2CCc3ccccc3C2)cc(Cl)c2cccnc12	14[fluorescence artefact?]	-2	61[fluorescence artefact?]	.	14*	42[fluorescence artefact?]	2.0*	-1[fluorescence artefact?]	5.9*
CC1(c2ccc(Cl)cc2Cl)OCC(Cn2ccnc2)O1 (centres undefined)	-4	-3	124	1	95	-2	34*	-8	83
COC(=O)c1oc2ccccc2c1-n1cccc1	-9	-1	101	1.1	100	-7	102	-2	93
CCOc1ccc(-n2c(Cc3cc(=O)[nH]c(=O)[nH]3)nnc2SCC(=O)NC2CCCC2)cc1	-1	-1	103	1.2	96	5	93	-10[fluorescence artefact?]	105
O=C(c1cccc(F)c1)N1CCN(C(=O)c2nn3cccnc3c2Cl)CC1	-41	-1	107	1.1	96	5	80	-8	110
O=C(Cc1ccccc1)n1nc(-c2ccccc2)nc1NCc1ccco1	-3	7	121	1.3	93	7	99	-2	92
O=C(CSc1ncccn1)N1CCN(C(c2ccccc2)c2ccccc2)CC1	2	2	86	1.1	103	20	99	10	100
Cc1ccc(S(=O)(=O)NC(=O)c2cc(C)n(CCCN3CCOCC3)c2C)cc1	-4	2	96	.	105	-4	102	-9	101
COc1ccc(N2CCN(C(=O)CCCn3c(=S)[nH]c4cc5c(cc4c3=O)OCO5)CC2)cc1	34	-3	80[fluorescence artefact?]	0.9	89	4	51	32	99
Cc1cc(NC(=O)CSc2ccc3nnc(-c4ccc(Cl)cc4)n3n2)no1	-4	0	109	1.1	104	5	86	-5[fluorescence artefact?]	96
Cc1cccc(NC(=O)N[C@@H](C)C(=O)O)c1	-11	-2	112	1.1	102	9[fluorescence artefact?]	98	-12	97
CCOC(=O)CN(C(=O)CSc1nnc(CNc2ccc(F)cc2)o1)c1ccccc1	7	0	119	1.1	106	14[fluorescence artefact?]	100	-8	112
COc1ccc(CCN2C(=O)CC(C(N)=O)SC2=Nc2ccccc2)cc1OC (centres undefined)	0	-2	106	1.1	103	-1	78	-5	101
CCOc1ccc(NC(=O)C2CC(=O)NC(N3CCc4ccccc43)=N2)cc1 (centres undefined)	1	2	98[fluorescence artefact?]	1.1	102	-15	109	-1	100
CCOc1cc(CN2CCN(C(=O)CC(C)C)CC2)ccc1OC	11	-1	128	1.1	101	5	81	0[fluorescence artefact?]	99
COc1cccc(C(=O)CSc2nnc(CNS(=O)(=O)c3ccc(C)cc3)n2C)c1	5	0	112	1.1	105	0	.	-1	98
CC(C)CC(=O)Nc1ccc(C(=O)COc2ccc(-c3nnco3)cc2)cc1	70*	-2	49	1	101	6	83	31	108
Cc1ccc(CN(CC(=O)NC2CCCC2)C(=O)CSc2nnc(COc3ccccc3)o2)cc1	-5	.	99	1.2	86	-3	16*	-9[fluorescence artefact?]	48
Cc1nc(NC(=O)c2ccccc2)sc1-c1csc(NCCc2ccccc2)n1	1[fluorescence artefact?]	-5	125	1.2	85	5	66	1[fluorescence artefact?]	57
c1ccc(CCNc2c3c(nc4ncnn24)CCC3)cc1	4[fluorescence artefact?]	0	77	1.1	97	6	76	7	78
O=S(=O)(Nc1ccc2c(c1)OCO2)c1ccc(Br)s1	-9[fluorescence artefact?]	21	89	1.2	86	6	97	0	86
Cc1cccn2c(=O)c3cc(C(=O)NCC4CCCO4)c(=N)n(Cc4cccnc4)c3nc12 (centres undefined)	-20	0	100	1.2	114	3	86	7	105
CCN1C(=O)CC(N2CCN(CC(=O)NC(C)C)CC2)C1=O (centres undefined)	-8	.	119	1	96	10	92	-11	100
COc1cc(NC(=O)CSc2nnc(C)s2)cc(OC)c1OC	-7	8	120	1.1	107	15	101	-2	101
Cc1cc(C)n(C(=O)c2ccc(NC(=O)CC(C)C)cc2)n1	-4	-7	99	.	95	-3	92	-3	105
COc1cccc(-n2ccnc2SCC(=O)Nc2cc(OC)ccc2OC)c1	-15	-7	101	1.1	102	0	74	-13	87
O=C(Nc1cccc(C(F)(F)F)c1)c1ccc(Cn2cc(Br)cn2)o1	9	.	88	1.5	101	-9	91	2	98
Cc1noc(C)c1COC(=O)CCCOc1ccc(Cl)cc1Cl	-8	-3	127	1.1	93	8	95	-6	97
O=C(Nc1ccc(-c2nc3cccnc3s2)cc1)c1ccc(Br)o1	17	12	117	1.4	106	7	91	20[fluorescence artefact?]	77
O=C(CN1CCN(S(=O)(=O)c2ccc3ccccc3c2)CC1)N1CCc2ccccc2C1	-3	7	96	1.1	103	-4	87	3	100
CCOc1nc(CC)nc(NC(=O)NS(=O)(=O)c2ccccc2Cl)n1	-15	3	123	1.2	90	2	82	-3	92
Cc1ccc2cc(CCNC(=O)c3ccc(Br)o3)c(=O)[nH]c2c1	4[fluorescence artefact?]	.	99	1.2	99	14[fluorescence artefact?]	91	7	86
COc1ccc(-n2c(C)csc2=S)cc1	-16	.	106[fluorescence artefact?]	1.2	101	-3	87	-15	92
c1ccc(CC2CCN(c3nc(N4CCOCC4)nc(N4CCOCC4)n3)CC2)cc1	-24	.	127	1.3	95	14	60	-33	96
O=C(O)C1CC(=O)N(c2ccc(Br)cc2)C1 (centres undefined)	7[fluorescence artefact?]	-2	122	1.2	100	8	105	11[fluorescence artefact?]	101
COCCn1nnnc1C(c1cccs1)N1CCN(c2ccccc2)CC1 (centres undefined)	8	2	113	1.2	103	-4	85	2	98
COc1ccc(C2C(=O)N(C3CCCCC3)CC(=O)N2CCc2ccccc2)cc1OC (centres undefined)	-7	-6	109	1.1	95	5	69	1	91
Cc1ccc(-n2nnnc2SCn2nnc3ccccc3c2=O)cc1	-4	1	87	1.4	100	1	91	-11	97
Cc1ccn2cc(CCNC(=O)CC(C)(C)C)nc2c1	0	.	120	1	97	6	100	-8	107
CCCCOc1ccc(C(=O)NCc2ccncc2)cc1	2	-1	97[fluorescence artefact?]	1.1	98	31[fluorescence artefact?]	78	0	99
CCCc1nc2oc3c(OC)ncnc3c2c2c1COC(C)(C)C2	8	-2	108	1.1	97	17	91	-3	98

(listing goes on)
SMILES	ERa SRC1 inh	Mac1 fbg enh	ERa SRC1 pot	MT1-MMP txn act	Fibroblast inh	Smad3 inh	H69AR inhibit	ERb SRC1 inh	HUVEC inhibit
CC(=O)OC(C(=O)NCS(=O)(=O)c1ccc(C)cc1)c1cccnc1 (centres undefined)	0	0	132	1.1	97	1	.	-2	90
CCOC(=O)c1ccc(NC(=O)CCc2nc(-c3ccc(C)cc3)no2)cc1	-2	-6	111	0.9	95	18	84	-7	30*
COC(=O)c1cccc(NC(=O)Cn2cnc3ccccc3c2=O)c1	1	-2	116	1	.	-6	81	3	91
O=C(c1ccc2c(c1)OCO2)N1CCN(c2ccccc2F)CC1	-27	2	91	1.2	96	6	94	-19[fluorescence artefact?]	91
Cc1ccc(C2C(C#N)=C(N)Oc3n[nH]c(C)c32)cc1 (centres undefined)	-6	-3	121	1.1	97	-7	86	3	96
Nc1nonc1C(=Nc1ccccc1)NO	9[fluorescence artefact?]	2	113	1.1	96	8	110	-3[fluorescence artefact?]	88
CCOc1cc(C(=S)N2CCN(C)CC2)ccc1OCC(=O)N1CCOCC1	7	0	98	1	107	-4	95	8[fluorescence artefact?]	101
COC(=O)c1cc(NC(=O)c2ccoc2C)cc(C(=O)OC)c1	5	4	91	0.9	105	-10	87	-4	94
O=C(Cc1ccc(-n2c(=S)[nH]c3ccccc3c2=O)cc1)N1CCN(c2ccccc2)CC1	14	0	113	.	109	1	99	-12	84
